Compound activity deposited in PubChem BioAssay by several laboratories.
VIM-2 inh: inhibitors of Pseudomonas aeruginosa VIM-2 metallo-beta-lactamase. purified VIM-2, nitrocefin hydrolysis, epi-absorbance fluorescence. inhibition, % at 5.6 µM. hit rate 0.89% among 290,000;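 active means inhibition above the mean of all tested compounds plus 3 SD, cutoff set per screening run, cut at about 7.5% in these data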;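 further: red hydrolysis product quenches plate fluorescence so inhibitors raise well fluorescence; 0% = enzyme with DMSO and 100% = DMSO without enzyme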
PHOSPHO1 inh: blocks human PHOSPHO1 phosphatase activity; inhibition, % at 13.3 µM; Q8TCT1; hit rate 1.1% among 290,000; recombinant PHOSPHO1, absorbance phosphatase assay; in the data active means inhibition above about 60%
IDE act: boosts human insulin-degrading enzyme activity in HEK cells. P14735. FAbeta-B cleavage, fluorescence polarization; 0% vehicle, 100% cell-free pure enzyme wells. activation, % at 5.96 µM. hit rate 0.073% among 340,000;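 active means activation above the mean of all tested compounds plus 3 SD, set per screening campaign, cut at about 17% in these data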
MEKK3 PB1 HTS: modulators (inhibitors or enhancers) of MEK5 binding to human MEKK3 PB1 domain; Q99759; bead-based flow cytometry, Alexa488-MEK5 binding to MEKK3; actives lie on both sides; 0 = blocked by unlabeled MEK5, 100 = vehicle; binding response (% of control), % at 10 µM; hit rate 1.4% among 290,000;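 active means binding response more than 3 SD above or below the average of its plate-row segment, actives on both sides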;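 further: Alexa488 bead fluorescence after subtracting the streptavidin-only scavenger bead signal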
IMP-1 inhibitor: blocks Pseudomonas aeruginosa IMP-1 metallo-beta-lactamase; purified IMP-1, nitrocefin hydrolysis, epi-absorbance fluorescence; inhibition, % at 5.6 µM; hit rate 0.45% among 290,000; AID 1556;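 active means inhibition above the mean plus 3 SD of all compounds in the same screening run, cut at about 4.5% in these data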;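 further: 0% = IMP-1 with DMSO and 100% = DMSO wells lacking enzyme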
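System: Purified IMP-1 | Read-out basis: Percent enzyme inhibition | Controls: IMP-1 with DMSO as 0%, enzyme-free DMSO as 100% | Replicates: One well per compound | Doses: 5.6 µM nominal single concentration | Detection: Epi-absorbance fluorescence, 480 nm excitation, 530 nm emission | Incubation: 25 °C, 15 min preincubation, 25 min reaction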
HCV NS3 hel inh: blocks Hepatitis C virus NS3 helicase unwinding. NS3 helicase DNA unwinding, Cy5 molecular beacon fluorescence. inhibition, % at 10.9 µM. hit rate 0.56% among 290,000;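 active means inhibition above the mean of all tested compounds plus 3 SD, set per campaign, cut at about 35% in these data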;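 further: 0% = DMSO wells and 100% = thioflavine S control wells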
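Test system: hepatitis C virus NS3 helicase domain fragment enzyme. Also added: annealed dual-labelled DNA beacon duplex, ATP-started. Timing: 60 min unwinding reaction at 25 °C after ATP addition. Technique: Cy5 fluorescence. Measure: % inhibition of unwinding.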
SUMO HTRF inh: SUMOylation inhibition | HTRF SUMOylation assay, SAE1/SAE2 + UBC9, in vitro | inhibition, % at 35 µM | hit rate 0.36% among 290,000; in the data active means inhibition above about 50%, passing the limit was not always enough; further: strong numbers were not always called active
pCIP destab: compounds decreasing mouse p/CIP protein stability; F442A p/CIP-EGFP cells, EGFP fluorescence, 16 h; AID 1984; hit rate 0.01% among 290,000; Q05BA5; decrease of EGFP signal, % at 10 µM;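 active means EGFP signal decrease of at least 30% at 10 µM or well 3 SD below plate mean, unless failing retest; inactive means the rest, including hits failing retest or dose response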; further: some compounds called inactive have numbers as strong as hits; many of its hits are not listed in these tables
Target sequence (Q05BA5 1-1403): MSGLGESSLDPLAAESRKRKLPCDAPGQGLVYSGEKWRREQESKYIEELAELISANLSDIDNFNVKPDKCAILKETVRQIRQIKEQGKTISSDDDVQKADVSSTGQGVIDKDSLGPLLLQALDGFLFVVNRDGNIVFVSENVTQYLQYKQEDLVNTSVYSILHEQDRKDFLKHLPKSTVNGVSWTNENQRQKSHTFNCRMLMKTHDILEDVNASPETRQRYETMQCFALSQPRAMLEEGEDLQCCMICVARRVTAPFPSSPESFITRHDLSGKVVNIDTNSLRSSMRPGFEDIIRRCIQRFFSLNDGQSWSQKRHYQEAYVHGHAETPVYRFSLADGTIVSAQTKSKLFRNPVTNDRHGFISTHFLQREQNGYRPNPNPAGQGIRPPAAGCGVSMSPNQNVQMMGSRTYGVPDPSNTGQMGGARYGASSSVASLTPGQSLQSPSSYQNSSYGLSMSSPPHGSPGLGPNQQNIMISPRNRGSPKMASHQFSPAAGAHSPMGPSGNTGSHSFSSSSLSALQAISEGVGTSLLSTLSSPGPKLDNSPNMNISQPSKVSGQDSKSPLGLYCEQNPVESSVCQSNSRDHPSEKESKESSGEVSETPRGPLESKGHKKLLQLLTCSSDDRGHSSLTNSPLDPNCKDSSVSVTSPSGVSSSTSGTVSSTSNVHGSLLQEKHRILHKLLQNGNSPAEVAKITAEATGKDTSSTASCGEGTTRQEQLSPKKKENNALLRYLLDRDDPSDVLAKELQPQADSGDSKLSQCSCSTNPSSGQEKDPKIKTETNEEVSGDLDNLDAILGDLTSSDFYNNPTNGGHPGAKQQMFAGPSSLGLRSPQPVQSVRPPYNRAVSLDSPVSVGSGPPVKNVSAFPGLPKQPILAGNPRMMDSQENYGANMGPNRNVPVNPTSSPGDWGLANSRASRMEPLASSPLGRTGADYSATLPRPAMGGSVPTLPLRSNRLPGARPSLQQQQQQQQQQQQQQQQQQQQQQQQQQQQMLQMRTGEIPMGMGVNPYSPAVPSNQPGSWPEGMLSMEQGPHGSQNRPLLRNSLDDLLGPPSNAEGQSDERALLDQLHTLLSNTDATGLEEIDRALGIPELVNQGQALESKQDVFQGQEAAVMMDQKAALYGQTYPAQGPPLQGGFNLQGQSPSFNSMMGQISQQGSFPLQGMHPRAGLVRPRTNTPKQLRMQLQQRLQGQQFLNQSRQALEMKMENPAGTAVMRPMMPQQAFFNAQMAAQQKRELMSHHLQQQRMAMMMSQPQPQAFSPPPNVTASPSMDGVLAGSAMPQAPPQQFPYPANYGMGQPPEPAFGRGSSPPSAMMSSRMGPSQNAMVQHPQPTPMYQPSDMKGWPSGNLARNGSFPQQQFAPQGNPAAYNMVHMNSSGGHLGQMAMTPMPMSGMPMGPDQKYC
FID counter: fluorescent intercalator displacement, NS3 helicase counter-screen | AID 1845 | inhibition, % at 7.9 µM | DNA fluorescent intercalator displacement, fluorescence | hit rate 0.17% among 290,000; in the data active means inhibition above about 37%;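 further: 0% = vehicle and 100% = reference compound; higher means more ethidium bromide displaced from hairpin DNA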
* marks the source's active call; other numbers are inactive results; · = no result given. These rows are one share of the data, so the mix of outcomes need not match the whole.

SMILES	VIM-2 inh	PHOSPHO1 inh	IDE act	MEKK3 PB1 HTS	IMP-1 inhibitor	HCV NS3 hel inh	SUMO HTRF inh	pCIP destab	FID counter
COc1ccc2ccc(Oc3ncccn3)cc2c1	-0.9	20.0	0.5	·	-0.9	-0.5	8.3	-6.5	-5.8
CC1CCCCN1S(=O)(=O)c1cccc2cccnc12 (stereo not given)	-3.8	10.8	1.7	101.0	-5.9	8.2	3.5	-20.8	-7.3
O=C(NCc1ccc(F)cc1)c1c(O)c2cccc3c2n(c1=O)CCC3	-1.0	16.3	2.4	·	-2.0	1.7	6.3	-8.3	3.1
CC(=O)C1C(c2ccc(Br)cc2)c2c(noc2C)CC1(C)O (stereo not given)	-4.6	24.3	-5.0	100.0	-4.3	9.9	-2.4	-9.2	-11.1
Clc1ccc(COn2c(-c3ccc(Cl)cc3)nc3ccccc32)cc1	-1.8	-2.9	1.7	102.0	0.2	-2.8	-26.9	-5.8	-0.7
O=C(c1ccco1)N1CCN(C(=S)NCc2ccc(F)cc2)CC1	-2.9	11.1	4.8	107.0	-2.3	2.0	2.1	-4.6	-2.9
CCOC(=O)c1sc(NC(=O)CCN2CCOCC2)c(C(=O)OCC)c1C	-2.8	-5.5	-0.3	106.0	-3.7	6.7	-1.5	6.3	-3.1
O=C(/C=C/c1ccccc1)NC1CCSC1=O (stereo not given)	-2.4	1.6	-0.6	119.0	-3.6	-16.4	5.4	0.8	-2.3
CC1(CCc2ccccc2)NC(=O)N(CC(=O)Nc2ccc(S(N)(=O)=O)cc2)C1=O (stereo not given)	-3.1	28.1	4.2	105.0	-3.6	3.4	-2.3	0.3	-8.4
OC(CNCc1ccncc1)c1ccccc1 (stereo not given)	0.2	-28.1	1.7	97.0	1.6	-3.7	6.8	-6.4	0.2
CS(=O)(=O)Nn1cnc2ccccc2c1=O	-3.1	-8.3	2.9	105.0	-4.8	0.0	0.3	0.9	4.4
COc1ccc2nc(C)cc(N3CCOCC3)c2c1	-1.0	-3.3	-0.7	104.0	-3.5	-6.8	8.1	-4.6	3.1
Fc1ccc(Oc2nnnn2-c2ccccc2)cc1	0.0	24.9	-3.4	99.0	-0.4	-10.7	6.2	-0.4	-2.5
COCCN(C(=S)Nc1cccc(C)c1C)C(C)c1ccco1 (stereo not given)	-0.4	3.5	1.0	84.0	-1.4	1.2	-4.6	11.7	-1.3
O=C(c1ccccc1)c1cccc(NC(=O)c2ccco2)c1	-1.1	-19.3	-1.2	96.0	-1.0	3.6	11.2	-8.5	-5.3
COc1ccccc1Nc1nc(N)nc(CSc2nncn2C)n1	-4.4	-11.8	-2.3	98.0	-7.8	-2.7	22.2	1.2	-6.6
CC(C)[C@H](NC(=O)c1ccccc1)C(=O)OCc1nc2scc(-c3ccccc3)c2c(=O)[nH]1	-1.8	-23.9	3.6	98.0	-2.1	-16.4	17.5	-2.4	-26.0
CN(C(=O)c1nc(-c2ccccc2)n(-c2ccccc2)n1)C1CCS(=O)(=O)C1 (stereo not given)	-4.6	26.5	-0.9	100.0	-2.9	8.8	-2.9	2.5	-19.8
Cc1ccc(NC(=O)CS(=O)CC(=O)N2CCN(C3CCCC3)CC2)cc1 (stereo not given)	-2.4	8.2	3.9	102.0	-2.7	1.0	-1.9	-12.0	1.6
CCCC(=O)C1=C(O)C(C(=O)OC)C(C)(C)CC1=Nc1ccc(N)cc1 (stereo not given)	-0.1	11.0	4.3	106.0	-3.0	-4.4	21.0	-4.6	-19.5
Nc1ccccc1Nc1cc(-c2ccccc2)nn1-c1cccc(Cl)c1	-1.3	-1.3	4.8	141.0*	1.1	3.1	-18.9	-5.4	-5.5
COc1ccc(S(=O)(=O)N2CCN(C)CC2)cc1	0.7	23.9	-0.3	101.0	-4.5	23.9	7.3	-0.3	-8.9
CCCc1ccc(Oc2cc(NN3CCCCC3)c([N+](=O)[O-])cc2[N+](=O)[O-])cc1	-1.2	-35.5	0.8	98.0	-6.6	15.8	12.8	-15.6	-2.1
CC(C)(C)C(=O)Cn1c(=O)n(-c2ccc(F)cc2F)c(=O)c2sccc21	-1.0	4.4	0.5	83.0	-1.8	-4.0	15.2	4.6	-3.2
Cc1cc(C(=O)N/N=C2\CC(=O)CC(C)(C)C2)c(C)n1-c1ccccc1	-2.2	3.2	6.1	105.0	-3.7	-0.8	3.7	-12.5	-24.7

(more compounds)
SMILES	VIM-2 inh	PHOSPHO1 inh	IDE act	MEKK3 PB1 HTS	IMP-1 inhibitor	HCV NS3 hel inh	SUMO HTRF inh	pCIP destab	FID counter
Cc1cc(C)cc(N2CCCn3c2nc2c3c(=O)n(CC(=O)OCc3ccccc3)c(=O)n2C)c1	-1.8	31.4	2.8	106.0	-2.0	3.8	-12.6	-8.6	-3.1
O=[N+]([O-])c1cc(S(=O)(=O)NC2=NCCCCC2)ccc1Cl	-3.7	1.8	-1.4	97.0	-2.0	2.0	-1.1	-16.4	0.3
Cc1ccc(C2Nc3ccccc3C(=O)N2Cc2ccco2)cc1 (stereo not given)	-1.6	33.1	4.5	100.0	-1.7	8.3	11.7	-4.3	-10.0
COc1ccc(CCNC(=O)c2c(C)nn(-c3ccccc3)c2Cl)cc1OC	-1.6	23.7	-1.2	100.0	-2.2	-4.0	19.8	-9.8	-37.9
C=CCc1cccc2cc(C(=O)N(C)C)c(=O)oc12	-4.6	6.4	4.1	102.0	0.6	-1.2	9.4	-9.1	-4.8
CCOc1cc(C(=O)O/N=C(\N)c2ccc([N+](=O)[O-])cc2)cc(OCC)c1OCC	-4.5	22.4	4.3	96.0	-5.6	-1.5	-4.9	-6.2	-2.9
O=C(O)c1c(-n2cccc2)sc2c1CCCC2	-1.9	39.5	1.4	103.0	-2.3	2.3	6.1	-8.9	-14.8
Cc1ccc(OCCSCc2nc3ccccc3[nH]2)cc1	-3.5	23.5	-6.4	98.0	-3.1	-4.7	10.6	-8.3	-7.1
COCc1ccc(CN2CCCCC2C(=O)Nc2ccc(Oc3ccccc3)nc2)o1 (stereo not given)	-2.3	7.6	-0.3	102.0	-0.8	-2.5	-1.1	1.0	-17.5
CCN1CCN(C(c2ccccc2)c2nnnn2Cc2ccc3c(c2)OCO3)CC1 (stereo not given)	0.1	61.1*	3.7	106.0	-2.7	-6.8	19.4	3.3	8.5
CSc1ccccc1NC(=O)Cn1ccsc1=N	-2.6	-32.9	4.3	106.0	-2.3	-18.1	9.3	-23.1	-1.3
Cc1c(Cl)cccc1NC(=O)C1COc2ccccc2O1 (stereo not given)	-2.1	40.8	6.2	102.0	-1.2	-6.5	16.7	-6.7	-5.4
O=C(c1cn(-c2ccccc2)nc1-c1cccc(Br)c1)N1CCOCC1	-1.1	52.8	0.0	95.0	-3.1	-11.7	-5.4	-1.7	-30.1
COc1ccc(/C=C/C(=O)NC(=S)N2CCN(c3ccccn3)CC2)cc1	-3.8	-114.1	·	97.0	-4.4	-17.6	6.2	-8.4	-19.1
Cc1nnc(SCCn2c(N(C)Cc3ccccc3)nc3c2c(=O)[nH]c(=O)n3C)s1	2.2	2.7	3.5	98.0	-1.8	-9.6	8.8	-4.8	-30.1
Cc1cc(NC(=O)CCc2ccc(C)o2)no1	-4.9	2.3	3.3	103.0	-3.8	-8.2	3.8	-9.0	-3.1
O=C(NCc1ccccc1F)C1CCCN(C(=O)NC2CCCCC2)C1 (stereo not given)	-3.6	-1.6	3.6	86.0	-2.5	-6.4	26.1	-19.9	-5.3
CN(C)c1ccc(O)c2c1CC1CC3[C@@H](N(C)C)C(=O)C(C(N)=O)=C(O)[C@]3(O)C(=O)C1=C2O (stereo not given in full)	-0.3	18.2	7.9	84.0	2.9	38.7*	48.0	2.5	-10.2
Cc1onc(-c2c(F)cccc2Cl)c1C(=O)NCCO	0.6	24.3	2.9	74.0	-1.3	1.0	-10.2	13.6	0.5
CN(Cc1cccs1)C(=O)COc1cccc(-n2cnnn2)c1	2.4	-4.2	-2.9	107.0	-1.4	-8.6	19.6	-2.5	-4.0
CCOc1ccc(S(=O)(=O)N2CCCC(C(=O)NCc3cccnc3)C2)cc1 (stereo not given)	2.1	-24.4	2.2	109.0	-2.7	2.1	-5.2	-0.2	-13.3
COC(=O)c1cccc(NC(=O)CSc2nnnn2C)c1	-0.5	-5.5	3.0	105.0	-1.3	-3.3	21.6	-4.5	-9.9
C/C(=N\NC(=O)c1csc(C)c1C)c1ccc(C)s1	-3.8	1.4	4.4	107.0	-3.9	-3.2	-3.7	-4.9	-3.9
O=C(CCl)Nc1ccc(Oc2cnc3ccccc3n2)cc1	-2.1	7.8	5.5	96.0	-2.2	4.5	-4.3	-15.0	-4.0
CN1CCN(C(=O)c2cccc(COc3cc(Cl)ccc3Cl)c2)CC1	0.3	17.0	-10.7	102.0	3.8	-25.5	11.6	-6.1	2.8

Continuation:
SMILES	VIM-2 inh	PHOSPHO1 inh	IDE act	MEKK3 PB1 HTS	IMP-1 inhibitor	HCV NS3 hel inh	SUMO HTRF inh	pCIP destab	FID counter
Cc1cc(C(=O)N/N=C/C=C/c2ccccc2[N+](=O)[O-])c(C)o1	-3.4	16.1	0.8	105.0	-1.1	-2.1	2.0	-2.4	-6.7
CCOc1ccc(NC(=O)NNC(=O)C(C)Oc2ccccc2OC)cc1 (stereo not given)	-3.2	17.6	4.5	100.0	-4.4	-1.0	-3.6	-5.2	-18.7
CC1(C)C2CCC1(C)C(OC(=O)C[n+]1ccccc1)C2 (stereo not given)	-2.9	23.9	2.7	102.0	-2.0	-5.2	-3.0	5.5	2.5
Cc1ccc(NCC(=O)Nc2cccc(S(=O)(=O)N(C)C)c2)c(Cl)c1	-2.0	-12.5	-5.4	102.0	-4.5	2.6	-19.2	5.6	-12.4
O=c1ccc(S(=O)(=O)N2CCC(Cc3ccccc3)CC2)c[nH]1	-2.0	0.2	-2.7	111.0	-3.6	3.0	7.5	3.7	-14.3
CCN=C1SC(CC(=O)NC(C)C)C(=O)N1CC (stereo not given)	-4.0	3.4	2.7	104.0	-4.4	1.2	2.9	-9.4	-1.6

Record cards, as listed above. Order of values: VIM-2 inh | PHOSPHO1 inh | IDE act | MEKK3 PB1 HTS | IMP-1 inhibitor | HCV NS3 hel inh | SUMO HTRF inh | pCIP destab | FID counter
O=C(c1ccco1)N1CCN(C(=S)NCc2ccc(F)cc2)CC1 reads -2.9 | 11.1 | 4.8 | 107.0 | -2.3 | 2.0 | 2.1 | -4.6 | -2.9
CC1(CCc2ccccc2)NC(=O)N(CC(=O)Nc2ccc(S(N)(=O)=O)cc2)C1=O (stereo not given) reads -3.1 | 28.1 | 4.2 | 105.0 | -3.6 | 3.4 | -2.3 | 0.3 | -8.4
O=[N+]([O-])c1cc(S(=O)(=O)NC2=NCCCCC2)ccc1Cl reads -3.7 | 1.8 | -1.4 | 97.0 | -2.0 | 2.0 | -1.1 | -16.4 | 0.3
Nc1ccccc1Nc1cc(-c2ccccc2)nn1-c1cccc(Cl)c1 reads -1.3 | -1.3 | 4.8 | 141.0* | 1.1 | 3.1 | -18.9 | -5.4 | -5.5
COCc1ccc(CN2CCCCC2C(=O)Nc2ccc(Oc3ccccc3)nc2)o1 (stereo not given) reads -2.3 | 7.6 | -0.3 | 102.0 | -0.8 | -2.5 | -1.1 | 1.0 | -17.5
